RXFP1 antagonist = RXFP1 (human) relaxin receptor antagonism. actives 0.59% (n = 350,000). HEK293-RXFP1, relaxin-stimulated cAMP HTRF, 30 min; active compounds read low. activity change, negative = inhibition, % at 57.5 µM. Q9HBX9;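 active means activity change of -60% or lower, but not beyond a set lower limit; inconclusive means change between -60% and -40%, or beyond the set limit; inactive means change above -40%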; further: on the % scale 0 is the no-effect control and ±100 the full control effect
TRHR ag = TRH receptor (human) agonism; P34981; TRHR cells, calcium flux fluo-8, FDSS agonist mode; actives 0.18% (n = 360,000); activation, % at 2 µM; in the data active means activation above about 30%; further: 0% is about no effect
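TRHR-expressing cells, plated overnight in medium with 10% serum, were loaded with fluo-8 calcium dye at room temperature. After a 10 s baseline, library compound was pin-added and calcium release was recorded kinetically (ex 480/em 530) as agonist response.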
D1 agonist = human D1 receptor agonism. P21728. HEK293 T-REx D1 cells, calcium flux, agonist mode. activation, % at 2 µM. actives 1% (n = 360,000). AID 504660; in the data active means activation above about 30%; further: 0% is about no effect
Target sequence (P21728 whole entry, looked up): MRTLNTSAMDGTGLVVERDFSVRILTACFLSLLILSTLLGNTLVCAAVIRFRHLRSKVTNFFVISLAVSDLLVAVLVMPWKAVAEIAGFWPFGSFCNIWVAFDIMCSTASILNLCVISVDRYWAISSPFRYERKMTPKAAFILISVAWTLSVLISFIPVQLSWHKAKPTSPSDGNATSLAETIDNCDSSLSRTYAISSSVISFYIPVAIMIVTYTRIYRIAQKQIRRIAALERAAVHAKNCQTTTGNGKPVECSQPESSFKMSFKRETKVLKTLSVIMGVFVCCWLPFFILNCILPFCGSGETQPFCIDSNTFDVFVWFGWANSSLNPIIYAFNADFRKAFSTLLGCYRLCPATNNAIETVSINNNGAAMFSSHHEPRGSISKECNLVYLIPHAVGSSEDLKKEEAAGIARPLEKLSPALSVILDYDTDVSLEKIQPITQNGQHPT
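Agonism was scored from calcium flux recorded over 180 s (1 read/s) after pintool compound addition, following a 10-cycle baseline. Cells were inducible force-coupled HEK293 TREx D1, plated overnight at 30 C and loaded with no-wash calcium dye.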
D1 antagonist = antagonists of human D1 dopamine receptor. P21728. AID 504652. HEK293 TREx D1 cells, calcium flux, dopamine EC80; active compounds read low. activity change, negative = inhibition, % at 10 µM. actives 3.2% (n = 360,000); in the data active means activity change below about -30%; further: on the % scale 0 is the no-effect control and ±100 the full control effect
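Using tetracycline-induced force-coupled D1 Hek293 cells and a calcium dye, signals were followed for 180 s after compound, then for 180 s after EC80 dopamine, to detect inhibitors.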
D2 potentiator = positive allosteric modulators of human D2 dopamine receptor | actives 0.34% (n = 340,000) | AID 485347 | HEK293 T-REx D2, calcium flux, EC20 dopamine potentiation | potentiation, % at 10 µM | P14416;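 active means potentiation over 3 SD above the plate norm, cut at about 30% in these data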; further: 0% is about no effect
Target sequence (P14416 whole entry, looked up): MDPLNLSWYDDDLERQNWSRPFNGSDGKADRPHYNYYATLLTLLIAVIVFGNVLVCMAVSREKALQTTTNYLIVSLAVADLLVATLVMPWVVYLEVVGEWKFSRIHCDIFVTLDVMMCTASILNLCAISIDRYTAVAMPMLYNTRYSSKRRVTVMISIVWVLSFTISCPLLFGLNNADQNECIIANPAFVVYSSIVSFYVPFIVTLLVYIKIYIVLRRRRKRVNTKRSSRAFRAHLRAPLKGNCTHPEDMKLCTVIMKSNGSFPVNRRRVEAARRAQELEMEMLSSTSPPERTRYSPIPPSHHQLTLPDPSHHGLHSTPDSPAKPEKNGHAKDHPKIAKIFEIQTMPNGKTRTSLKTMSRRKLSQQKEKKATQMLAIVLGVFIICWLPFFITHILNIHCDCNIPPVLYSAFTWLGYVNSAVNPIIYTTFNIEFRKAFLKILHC
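Calcium flux readout, no-wash dye, 1 read/s. Inducible HEK293 Trex D2 line, overnight 30 C. Compound alone 180 s (agonist flags), then EC20 dopamine, another 180 s to score potentiation.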
D1 PAM = human D1 dopamine receptor positive modulation | P21728 | HEK293 TREx D1 cells, calcium flux, dopamine EC20 potentiation | potentiation, % at 10 µM | actives 0.036% (n = 360,000) | AID 504651; in the data active means potentiation above about 30%; further: 0% is about no effect
RXFP1 agonist = activates the human relaxin receptor RXFP1 | Q9HBX9 | HEK293T-RXFP1 cAMP TR-FRET, 30 min; response scale: percent of porcine relaxin response, buffer zero | Potency, µM (titrated, usually from 57.5 µM), inactives show top-dose activation, actives largely listed as activators | actives 0.3% (n = 370,000) | AID 2676; further: potency means the concentration at half of the fitted maximal effect; on the % scale 0 is the no-effect control and ±100 the full control effect; nearly all actives have a fitted effect of over 60% in size; many of its hits are not listed in these tables
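cAMP rise read by TR-FRET after 30 min, 37C compound exposure (up to 58 uM) in RXFP1-transfected HEK293 cells with Ro 20174 present. EC50 from Hill-equation fits, with 29 nM porcine relaxin as 100% and buffer as basal.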
Anesthetic bind = binds horse apoferritin like a general anesthetic; P02791; apoferritin/1-aminoanthracene competitive binding, fluorescence; Potency, µM (series often up to 77.5 µM), for the others: at the highest dose activity change, negative = displacement, hits mostly inhibitors; actives 0.074% (n = 350,000); further: potency means the concentration at half of the fitted maximal effect; on the % scale 0 is the no-effect control and ±100 the full control effect; nearly all actives have a fitted effect of over 20% in size
Target sequence (P02791 2-175 limits assumed): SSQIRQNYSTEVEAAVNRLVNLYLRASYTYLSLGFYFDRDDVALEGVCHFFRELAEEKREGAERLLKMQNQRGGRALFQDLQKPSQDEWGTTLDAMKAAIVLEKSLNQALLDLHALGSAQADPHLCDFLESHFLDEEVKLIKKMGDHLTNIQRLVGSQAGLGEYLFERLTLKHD
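In PBS, apoferritin at 10 uM is loaded with 1-AMA from a 50% saturated solution. After 10 min of compound exposure at ambient temperature, reduced 535 nm fluorescence indicates probe displacement.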
TRHR enhancer = TRH receptor (human) allosteric enhancement | P34981 | TRHR cells, fluo-8 calcium fluorescence, EC20 TRH enhancement | enhancement, % at 2 µM | actives 0.66% (n = 360,000) | AID 493056; in the data active means enhancement above about 30%; further: 0% is about no effect
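TRHR-expressing cells loaded with fluo-8 calcium dye were read kinetically (ex 480/em 530) during compound addition, then stimulated with an EC20 of TRH (10 nM final). Enhancement of the Gq-mediated intracellular calcium response was scored.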
Starred values were filed as active, the others as inactive; u = inconclusive; x = not tested or not shown; & = joins results of further samples; [ ] = another dose, or the depositor's remark. Unless noted, the call rests on the fitted dose curve; in most records, active means well fitted curve in the direction sought with a large enough effect; inconclusive means small, poorly fitted or top-dose-only effect, or another doubt; inactive means no such curve, though single readings can be large; an effect the other way counts as inactive or inconclusive.

SMILES	RXFP1 antagonist	TRHR ag	D1 agonist	D1 antagonist	D2 potentiator	D1 PAM	RXFP1 agonist	Anesthetic bind	TRHR enhancer
COc1ccccc1CN(C(=O)CNC(=O)c1ccco1)C(C(=O)NCC1CCCO1)c1ccc(OC)c(OC)c1 (configuration not stated)	-12	-1.8	12	7	9	x	-1.7%	-13%	-1
CCOC(=O)c1cccc(NC(=O)C2=C(C)C(=O)OC23CCCCC3)c1	-16	0.3	4	1	15	-6	-1.0%	-16%	11
CCOc1ccc(N(CC)S(=O)(=O)N2CCCC(C(=O)Nc3ccc(OC)c(OC)c3)C2)cc1 (configuration not stated)	-16	-1.7	4	-12	1	-3	-0.6%	56%[activator]	13
COc1ccc(CCNC(=O)c2cccc(NS(=O)(=O)c3ccccc3F)c2)cc1OC	-19	0.1	0	-4	7	-2	3.2%	u	-3
CC1(C)Cc2nc3sc4c(=O)n(CC(=O)NCc5ccco5)cnc4c3cc2CO1	-1	0.5	2	5	0	-1	-1.2%	u	-3
CC(=O)c1cccc(NC(=O)CSc2nc(C3CC3)nc3ccccc23)c1	1	-1.3	-2	2	18	0	9.7%	-19%	-4
CCc1n[nH]c(=S)n1N=C1CCC(C)CC1 (configuration not stated)	3	0.1	0	11	-4	-6	0.2%	1%	-4
Cc1cc(C)c(C2C(C#N)=C(N)Oc3n[nH]c(C)c32)cc1CN1CCCC1 (configuration not stated)	2	0.3	2	6	x	-2	0.3%	-13%	1
Cc1nn2c(=O)cc(COC(=O)c3ccccc3NC(=O)C(C)C)nc2s1	4	-0.3	1	4	-3	1	21%	-6%	18
COCC1CCN(C(=O)c2cc(COc3ccc(-n4cncn4)cc3)on2)C1 (configuration not stated)	-12	0.2	2	0	3	3	-0.6%	u	-5
O=C(NCCN1C(=O)CSC1=O)c1ccccc1	21	0.6	1	-7	3	-7	-1.9%	-4%	-1
Cc1noc(/C=C/c2ccco2)c1S(=O)(=O)N1CCC(C(=O)Nc2ccc(Cl)cn2)CC1	4	-1.7	18	-22	-1	-8	0.1%	3%	2
O=C(Nc1nncs1)C1COc2ccccc2O1 (configuration not stated)	1	0.2	3	-3	-1	-1	0.0%	-15%	-3
COc1ccc(CCC(C)N2CCC(Oc3ccc(C(=O)N4CCCC4)cc3)CC2)cc1 (configuration not stated)	-18	0.2	14	1	-5	-6	0.2%	-23%	-6
CC(C)(C)OC(=O)N1CCC(c2cc(=O)n3[nH]c(-c4ccc(Cl)cc4)cc3n2)CC1	x	-0.8	0	-12	-27	-5	-0.6%	-6%	9
COc1ccc(-c2noc(CSc3nc4ccccc4[nH]3)n2)cc1OC	x	-2.4	3	-4	9	-5	1.7%	-7%	1
Cn1c(=O)[nH]c(=O)c2c1nc(CN1CCN(c3cccc(Cl)c3)CC1)n2Cc1ccccc1Cl	x	0.7	0	19	4	3	2.9%	-13%	1
Cc1cc(/C=N/n2cnnc2)c(C)n1-c1cccc(Cl)c1	-5	-0.6	2	3	-6	-3	2.2%	-20%	-1
COc1ccc(OC)c(-n2cnc3cc(C(=O)NCCCN4CCOCC4)ccc32)c1	-5	-0.6	3	-11	4	2	1.2%	8%	-4
Cc1ccccc1NC(=O)c1ccc(Cl)c(S(=O)(=O)N2CCCCCC2)c1	-6	-1.8	4	-2	-21	2	0.7%	43%	-3
CC(C)c1ccc(N2C(=O)CC(Sc3ncn[nH]3)C2=O)cc1 (configuration not stated)	-6	-0.5	2	-13	15	11	-0.2%	-17%	26
CC(C)Cn1c(N)c(C(=O)COC(=O)c2cc(C(F)(F)F)nc3ccccc23)c(=O)n(C)c1=O	x	0.4	-1	-18	1	-6	0.5%	-15%&-3%	7
O=C(CCc1ccccc1)Nc1ccc(N2CCOCC2)cc1	3	-0.2	2	-5	-7	-6	-0.6%	-11%	1
O=C(O)CC/C(=C\c1ccc(N2CCCC2)c([N+](=O)[O-])c1)c1nc2ccccc2s1	-9	-0.9	5	5	7	-2	1.4%	u	-5
Cc1ccc(C(=O)Nc2nc(-c3ccccc3)ns2)cc1	-24	0.3	0	0	-3	-1	u	0%	-6

Additional records follow:
SMILES	RXFP1 antagonist	TRHR ag	D1 agonist	D1 antagonist	D2 potentiator	D1 PAM	RXFP1 agonist	Anesthetic bind	TRHR enhancer
CSc1ncc(Cl)c(C(=O)N(C)c2ccccc2)n1	x	-0.9	-1	9	x	-1	0.5%	-6%	-1
O=C1OC(C(=O)NCc2ccccc2)Cc2ccccc21 (configuration not stated)	-3	1.1	2	6	16	-8	3.7%	-4%	2
CCN(C(=O)COC(=O)c1ccccc1NCCO)C1CCS(=O)(=O)C1 (configuration not stated)	-18	0.3	3	2	1	1	2.4%	x	-4
COc1ccc(/C=N\Nc2ccccc2[N+](=O)[O-])c(C(=O)O)c1OC	1	-0.8	1	-6	3	-3	-3.7%	0%	-7
Cc1cc(NC(=O)CSc2nncn2N)no1	u	0.1	3	-4	x	2	-0.5%	-4%	-2
O=C(Oc1cc(Cl)cc(Cl)c1)c1cnc2n(c1=O)CCS2	-3	-0.1	4	4	-4	4	1.5%	-16%	-3
Cn1nc(-c2ccc(OCC(=O)Nc3cccnc3)cc2)c2ccccc2c1=O	0	0.1	9	-5	10	3	1.9%	-17%	0
Cc1ccn(CC(=O)N2CCCC(N3CCN(c4cccc(Cl)c4)CC3)C2)n1 (configuration not stated)	33	0.2	-1	-11	-6	-3	0.5%	-5%	-1
C#Cc1cccc(-n2nnc(C(C)=O)c2C)c1	-12	-0.1	1	7	-4	5	-1.5%	-5%	-2
COCCN(C(=O)CSc1nnc(C)n1-c1ccccc1)c1c(N)n(Cc2ccccc2)c(=O)[nH]c1=O	13	-0.4	-1	-10	-3	6	-2.6%	10%	3
O=[N+]([O-])c1ccc(/C=N/N2CCCCC2)cc1	-1	-0.7	0	-19	-3	-6	-1.3%	-13%	2
C=CCOc1ccc(/C=C(\C#N)C(=O)Nc2ccccn2)cc1OC	2	-0.5	0	-12	-14	-7	7.0%	-6%	-3
CN(C)S(=O)(=O)c1ccc(Cl)c(NC(=O)COC(=O)c2cc(-c3ccccc3)nc3ccccc23)c1	-9	-0.1	5	25	-10	2	0.0%	4%	-2
Cc1ccc(CSc2nnc(-n3c(=O)c(C#N)cc4c(=O)n5cccc(C)c5nc43)s2)cc1	-9	0.7	1	-5	-8	-3	-2.9%	-8%	-2
CC(=O)c1cccc(NC(=O)Cn2ccn3nc(-c4ccccc4)cc3c2=O)c1	-1	-0.1	0	1	6	1	21%	43%[activator]	1
CCN1CCc2c(OCC(=O)N3CCC(C)CC3)cccc2C1=O	-9	2.5	6	-9	1	-13	1.9%	-8%	1
O=C(CCCN1C(=O)S/C(=C/C=C/c2ccccc2)C1=O)Nc1ccc(C(=O)O)cc1	3	1.2	1	3	-8	2	2.0%	-9%	-9
CCCS(=O)(=O)C(=C(Nc1ccccc1)Nc1ccccc1)S(=O)(=O)CCC	2	-0.4	1	3	x	0	-1.4%	-14%	10
COc1ccc(C)cc1Nc1n[n+](-c2ccccc2)c(-c2cc(OC)c(OC)cc2Br)s1	x	-1.5	4	5	-23	-5	-0.5%	-20%	-5
O=C1Cc2ccccc2C(=O)N1c1ccc(F)cc1Cl	-4	1.1	3	2	7	-6	-2.3%	-12%	-8
COC(=O)C1=CN(C(C)c2ccccc2)C=C(C(=O)OC)C1c1cc(OC)c(OC)c(OC)c1 (configuration not stated)	4	-1.3	10	-28	0	-13	2.6%	152%[activator]	-2
CC(C)CN1C(=O)c2ccc(C(=O)Nc3nccs3)cc2C1=O	-3	0.5	3	-8	3	3	-0.4%	-10%	12
Cc1ccc(NC(=O)C(=O)NNC(=O)c2ccccc2C)cc1Cl	-18	0.5	1	-3	3	3	-2.4%	-15%	-3
Cc1cc(=O)oc(C)c1C(=O)Nc1ccccc1F	-13	0.4	2	9	7	-4	-0.7%	-3%	2
CCCC(=O)NC(NC1CCS(=O)(=O)C1)C(Cl)(Cl)Cl (configuration not stated)	6	0.2	3	5	22	6	-3.7%	-1%	-11

(cont.)
SMILES	RXFP1 antagonist	TRHR ag	D1 agonist	D1 antagonist	D2 potentiator	D1 PAM	RXFP1 agonist	Anesthetic bind	TRHR enhancer
COc1ccc(N/N=C/c2c(C(=O)O)ccc3ccccc23)cc1	-18	12	15	10	-18	-3	2.2%	72%[activator]	8
CCCCCN(C(=O)CCC(=O)OCC(=O)NCc1ccc(OC)cc1)c1c(N)n(CCCC)c(=O)[nH]c1=O	-7	0.1	4	-7	2	-6	0.7%	-9%	-5
COc1cc(/C=C(\C#N)C(=O)Nc2ccc3c(c2)OCCO3)ccc1O	-10	16	41*	3	11	0	4.3%	2%	-4
Cc1ccc(NC(=O)c2ccc(CSc3ccccn3)cc2)cc1	-4	1.0	5	-12	-29	3	0.8%	-6%	0
CC1SC(c2cccc(Cl)c2)NC1=O (configuration not stated)	1	0.5	0	4	-1	-2	-1.7%	-8%	5
C/C(CC(=O)NCc1ccco1)=N\NC(=O)c1ccc(Cl)cc1Cl	u	0.8	1	6	2	-3	-2.4%	-11%	6
CC1C(c2ccccc2)N(C)C(c2ccccc2)C(C)C1(O)C#Cc1ccccc1 (configuration not stated)	-12	0.9	11	-1	-4	-4	-1.7%	4%	39*
CC(C(=O)NNS(=O)(=O)c1cccc(C(F)(F)F)c1)n1nnc(N2CCOCC2)n1 (configuration not stated)	-13	0.1	3	-7	5	0	0.1%	-3%	-3
CCc1ccc2occ(CC(=O)Nc3nnc(SC)s3)c2c1	-10	0.4	3	5	-1	0	1.9%	-9%	1
CN1CCN(c2ccc(NC(=O)c3ccc(-c4ccc(Cl)cc4)o3)cc2)CC1	u	0.2	21	-72*	-9	-2	-4.2%	-15%	0
O=C(Nc1ccc(NC(=O)C2CCCCC2)nc1)c1ccco1	-15	0.2	1	-4	10	2	-2.0%	u	10

Some of these compounds in order of SMILES length, high to low.
SMILES	RXFP1 antagonist	TRHR ag	D1 agonist	D1 antagonist	D2 potentiator	D1 PAM	RXFP1 agonist	Anesthetic bind	TRHR enhancer
CC(C(=O)NNS(=O)(=O)c1cccc(C(F)(F)F)c1)n1nnc(N2CCOCC2)n1 (configuration not stated)	-13	0.1	3	-7	5	0	0.1%	-3%	-3
CCc1ccc2occ(CC(=O)Nc3nnc(SC)s3)c2c1	-10	0.4	3	5	-1	0	1.9%	-9%	1
CC1SC(c2cccc(Cl)c2)NC1=O (configuration not stated)	1	0.5	0	4	-1	-2	-1.7%	-8%	5

Source: PubChem BioAssay (National Center for Advancing Translational Sciences (NCATS))

Only part of the results is shown. The share of hits here may be higher or lower than overall.
